Assay outcomes: PubChem BioAssay, several laboratories
pCIP destab: lowers stability of the mouse p/CIP coactivator protein. Q05BA5. F442A p/CIP-EGFP cells, EGFP fluorescence, 16 h. decrease of EGFP signal, % at 10 µM. 0.01% of 290,000 active;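 active means EGFP signal decrease of at least 30% at 10 µM or well 3 SD below plate mean, unless failing retest; inactive means the rest, including hits failing retest or dose response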; further: some compounds called inactive have numbers as strong as hits; many of its hits are not listed in these tables
VIM-2 inh: blocks Pseudomonas aeruginosa VIM-2 metallo-beta-lactamase | purified VIM-2, nitrocefin hydrolysis, epi-absorbance fluorescence | inhibition, % at 5.6 µM | 0.89% of 290,000 active;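 active means inhibition above the mean of all tested compounds plus 3 SD, cutoff set per screening run, cut at about 7.5% in these data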;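 further: red hydrolysis product quenches plate fluorescence so inhibitors raise well fluorescence; 0% = enzyme with DMSO and 100% = DMSO without enzyme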
IDE inh: inhibitors of human insulin-degrading enzyme in cells. P14735. HEK cells, FAbetaB cleavage, fluorescence polarization. inhibition, % at 5.59 µM. 0.41% of 320,000 active;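 active means percent inhibition above the average of all tested compounds plus 3 SD, set per screening campaign, cut at about 16% in these data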;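 further: IDE supplied by intact live HEK cells; FP after avidin binding of uncleaved biotin substrate so inhibition keeps polarization high; 0% = DMSO wells and 100% = 60 µM reference IDE inhibitor Ii1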
FID counter: counter-screen for HCV NS3 helicase inhibitors: DNA intercalator displacement | DNA fluorescent intercalator displacement, fluorescence | 0.17% of 290,000 active | inhibition, % at 7.9 µM; in the data active means inhibition above about 37%;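 further: 0% = vehicle and 100% = reference compound; higher means more ethidium bromide displaced from hairpin DNA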
M18AAP inhibitor: blocks P. falciparum M18 aspartyl aminopeptidase. recombinant PfM18AAP, H-Glu-NHMec fluorogenic cleavage. inhibition, % at 7.35 µM. 1.2% of 290,000 active. AID 1822;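 active means inhibition above the campaign mean inhibition over all tested compounds plus 3 SD, cut at about 28% in these data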;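 further: 0% = plate median of test compound wells and 100% = 2 mM ZnCl2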
HCV NS3 hel inh: inhibitors of Hepatitis C virus NS3 helicase | 0.56% of 290,000 active | inhibition, % at 10.9 µM | NS3 helicase DNA unwinding, Cy5 molecular beacon fluorescence;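 active means inhibition above the mean of all tested compounds plus 3 SD, set per campaign, cut at about 35% in these data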;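 further: 0% = DMSO wells and 100% = thioflavine S control wells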
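Assay system – hepatitis C virus NS3 helicase domain fragment enzyme · Buffer or medium – MOPS pH 6.5, MgCl2, DTT, Tween20, BSA · Reagent – Cy5/quencher beacon DNA duplex and ATP to start · Compound – single 10.9 µM dose · Timing – 1 h at 25 °C · Technique – Cy5 beacon fluorescence read at start and 1 h · Measure – % inhibition of unwinding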
IMP-1 inh: inhibitors of Pseudomonas aeruginosa IMP-1 metallo-beta-lactamase. purified IMP-1, nitrocefin hydrolysis, epi-absorbance fluorescence. AID 1556. 0.45% of 290,000 active. inhibition, % at 5.6 µM;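 active means inhibition above the mean plus 3 SD of all compounds in the same screening run, cut at about 4.5% in these data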;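 further: 0% = IMP-1 with DMSO and 100% = DMSO wells lacking enzyme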
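Test system: recombinant IMP-1 enzyme, purified / Medium: HEPES buffer pH 7.1 with ZnSO4 and Brij 35 / Doses: single dose, 5.6 µM / Times: 25 °C, 15 min preincubation, 25 min reaction / Detection: Epi-absorbance via hydrolysed-nitrocefin quenching of white-plate fluorescence, 480/530 nm, EDTA stop / Evaluation: percent inhibition from optical density relative to buffer-blank wells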
UBC9 SUMO inh: inhibitors of human SUMOylation (UBC9). P63279. HTRF SUMOylation assay, SAE1/SAE2 + UBC9, in vitro. inhibition, % at 35 µM. 0.36% of 290,000 active. AID 2006; in the data active means inhibition above about 50%, passing the limit was not always enough; further: strong numbers were not always called active
Target sequence (P63279 whole entry, looked up): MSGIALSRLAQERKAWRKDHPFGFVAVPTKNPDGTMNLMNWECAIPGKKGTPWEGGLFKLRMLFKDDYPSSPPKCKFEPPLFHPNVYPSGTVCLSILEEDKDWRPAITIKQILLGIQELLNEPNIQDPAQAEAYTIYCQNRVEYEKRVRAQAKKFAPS
IDE act: boosts human insulin-degrading enzyme activity in HEK cells; P14735; FAbeta-B cleavage, fluorescence polarization; 0% vehicle, 100% cell-free pure enzyme wells; activation, % at 5.96 µM; 0.073% of 340,000 active;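 active means activation above the mean of all tested compounds plus 3 SD, set per screening campaign, cut at about 17% in these data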
* hit, by the source's call; nt = no result given.

SMILES	pCIP destab	VIM-2 inh	IDE inh	FID counter	M18AAP inhibitor	HCV NS3 hel inh	IMP-1 inh	UBC9 SUMO inh	IDE act
Cc1ccc(-c2nn(-c3cccc(F)c3)cc2CNCCc2ccncc2)o1	-8	-1.3	4	1	4	-14	-1.6	13	-7
Cc1cc(C)nc(NS(=O)(=O)c2ccc(NC(=O)C3CC(=O)N(c4ccccc4)C3)cc2)n1 (stereo unspecified)	8	-2.9	-1	-16	-9	-5	-0.4	-10	2
COc1ccc(S(=O)(=O)N2CCCOC2CNC(=O)C(=O)NCc2ccncc2)cc1 (stereo unspecified)	0	-2.2	-1	-7	4	-1	-1.2	3	3
Cc1cccc2c(C(=O)Nn3cnnc3)cc(-c3ccccc3Cl)nc12	-6	-5.1	-2	-33	45*	12	-1.9	13	5
O=C(Nc1ccccc1SCC1CSc2nc3ccccc3c(=O)n21)c1ccccc1Cl (stereo unspecified)	-2	4.8	7	-26	-2	4	-0.4	8	-17
CC(=O)Nc1ccc(S(=O)(=O)C(C#N)c2nc3ccccc3nc2NCCN2CCOCC2)cc1 (stereo unspecified)	5	-0.2	7	-5	-2	5	-1.5	-16	3
CC(=O)Oc1ccc(N(C(C)=O)S(=O)(=O)c2cccs2)c2ccccc12	-22	-1.8	2	-18	-8	-1	-1.6	-9	0
CC(=O)NC(=S)Nc1sc2c(c1C(N)=O)CCC(C)C2 (stereo unspecified)	-18	-1.9	3	7	8	2	-3.9	5	-6
C=C1CCC(OC(C)=O)C2(C)CCC3C(C)C(=O)OC3C12O (stereo unspecified)	-8	-0.8	0	-12	2	-3	-2.7	12	0
O=c1c(CN2CCN(Cc3ccccc3F)C(CCO)C2)coc2ccccc12 (stereo unspecified)	-8	-0.7	3	-3	-7	1	-1.8	3	2
COc1ccc(C2CCCN2C(=S)Nc2cccc(C)c2)cc1OC (stereo unspecified)	-12	-0.6	-1	-21	2	-8	-2.4	12	4
CC(C)C(=O)Nc1c(-c2cccc(Cl)c2)c(=O)c2ccccc2n1C	-16	-2.7	3	-3	-9	-9	-2.9	13	4
COCCn1c(=O)[nH]c2cc(C(=O)N3CCN(c4ccccc4)CC3)ccc2c1=O	-14	-1.2	0	-29	-12	2	-2.0	0	1
CC(=O)Nc1ccc(C23CC4CC(CC(C4)C2)C3)cc1	-5	-0.5	0	-25	7	-14	-1.9	-14	3
N=c1c2c(-c3ccccc3)c(-c3ccccc3)oc2ncn1CCCN1CCOCC1	0	1.0	3	19	11	-105	1.8	23	-5
NS(=O)(=O)c1ccc(NC(=O)c2ccc3c(c2)CCCC3)cc1	-12	-0.7	-2	-11	0	2	-0.7	nt	4
CC(=O)Nc1ccc(S(=O)(=O)N2CCc3cc4c(cc3C2C)OCCCO4)cc1 (stereo unspecified)	13	1.4	8	-20	-4	-8	-0.2	0	-4
CC1CCCC(C)N1C(=O)CSCc1ccc(Cl)cc1 (stereo unspecified)	7	-2.2	8	-14	2	5	-3.0	1	5
CS(=O)(=O)N(CC(=O)NCCSCc1ccco1)c1ccc2c(c1)OCO2	-10	1.0	-2	-1	1	5	0.7	19	6
Cc1cc(NC(=O)Nc2ccc(Cl)cc2)n(C)n1	-11	-7.1	10	-2	0	1	-3.0	2	3

4 compounds drawn at random from those above, as already listed:
SMILES	pCIP destab	VIM-2 inh	IDE inh	FID counter	M18AAP inhibitor	HCV NS3 hel inh	IMP-1 inh	UBC9 SUMO inh	IDE act
CC(C)C(=O)Nc1c(-c2cccc(Cl)c2)c(=O)c2ccccc2n1C	-16	-2.7	3	-3	-9	-9	-2.9	13	4
N=c1c2c(-c3ccccc3)c(-c3ccccc3)oc2ncn1CCCN1CCOCC1	0	1.0	3	19	11	-105	1.8	23	-5
Cc1cc(NC(=O)Nc2ccc(Cl)cc2)n(C)n1	-11	-7.1	10	-2	0	1	-3.0	2	3
CS(=O)(=O)N(CC(=O)NCCSCc1ccco1)c1ccc2c(c1)OCO2	-10	1.0	-2	-1	1	5	0.7	19	6

(next part)
SMILES	pCIP destab	VIM-2 inh	IDE inh	FID counter	M18AAP inhibitor	HCV NS3 hel inh	IMP-1 inh	UBC9 SUMO inh	IDE act
COc1ccc(-c2nn(-c3ccccc3)cc2CNC(=O)c2cccc([N+](=O)[O-])c2)cc1	-3	0.2	0	7	-5	-8	-3.3	3	4
COC(=O)C(C(=O)NCC1CCCO1)C1CCCCCC1 (stereo unspecified)	-3	2.5	2	-8	3	17	-0.9	18	4
COc1ccc(N2CCN(C(=O)c3ccc(C)c(NC(=O)c4ccco4)c3)CC2)cc1	-18	-1.0	0	-30	-2	-2	-0.8	3	-5
COc1cccc(CNC(=O)c2nnn(-c3ccc(OC(F)(F)F)cc3)c2N)c1	-11	-3.4	1	-16	-5	3	-0.3	-6	-4
N/C(=N\OC(=O)N1CCOCC1)c1ccccc1	2	-0.1	0	-4	-6	4	-0.3	2	2
COc1cccc(-c2cnc(OC(C)(C)C)nc2OC(C)(C)C)c1	-11	-1.9	1	-7	0	-5	-3.5	-13	1
CC(C)(C)c1cc(NC(=O)CCSc2nnc3ccccn23)cc(C(C)(C)C)c1	nt	-0.2	-3	2	0	-5	-0.2	nt	7
O=C(Cc1cn2ccsc2n1)OCc1nc2ccccc2s1	-10	-7.2	4	-8	-1	7	-6.0	20	nt
COc1ccc(-c2cccc(C3CC=CC4C3C(=O)N(Cc3ccccc3)C4c3ccc(C(F)(F)F)cc3)c2)cc1 (stereo unspecified)	-2	nt	-2	nt	nt	nt	nt	-4	-1
COc1ccc(N2CCN(C(=S)NCCc3ccccc3)CC2)cc1	nt	-2.4	10	-11	2	-11	-4.0	nt	-2
Cc1ccc(NC(=O)c2cc(N3C(=O)C4CCCCC4C3=O)ccc2N2CCOCC2)cc1 (stereo unspecified)	-3	-2.1	0	-25	6	-6	-3.1	-3	8
Cc1ccc2cc(CN(Cc3cccs3)C(=O)c3ccco3)c3nnnn3c2c1C	-3	0.3	2	4	-13	12	-0.3	-13	nt
CCOC(=O)C1(C(=O)O)NC(=O)CC1c1ccccc1 (stereo unspecified)	-5	-1.5	2	-2	1	-5	-0.2	32	8
COc1ccccc1OCC(=O)NCCSCc1cccc(Cl)c1	6	-2.3	-2	-29	1	-5	-3.0	-14	3
Nc1ccc(CN2CCOCC2)cc1	7	-1.7	3	-9	0	1	-2.8	6	3
Fc1ccc(C2=Nn3c(Cc4ccccc4F)nnc3SC2)cc1	1	-2.0	-9	-22	5	-4	-1.2	12	6
CN(CC(=O)Nc1c(Cl)cccc1Cl)C(=O)c1cccn1C	12	-1.7	4	-2	3	9	-2.2	17	-2
Cn1c(SCC(=O)N/N=C/c2ccc(O)c(O)c2)nc2ccccc21	-1	-3.3	-9	-11	61*	6	-3.4	5	0
O=S(=O)(Cc1ccccc1)N1CCC(c2nc(-c3cccs3)no2)CC1	2	-1.8	-3	-8	-4	-2	-3.3	7	0
Cc1c(C(=O)Nc2ccc(S(=O)(=O)N3CCOCC3)cc2)cccc1[N+](=O)[O-]	10	-2.9	5	3	-5	9	-3.4	7	1
COc1cc(Cl)ccc1NC(=O)COc1ccccc1C(=O)N1CCN(c2ccc(O)cc2)CC1	-6	2.4	-1	-13	22	5	-3.5	6	7
Cc1cc(=O)[nH]c(SCC(=O)Nc2cccc3ccccc23)c1C#N	-11	-3.3	4	-11	16	11	-4.1	28	6
COCCCNC(=O)C1Cc2cc(S(=O)(=O)N3CCCC3)ccc2N1C(C)=O (stereo unspecified)	-10	-0.8	1	-3	-14	0	-3.4	10	-2
CCOC(=O)N1CCN(Cc2nc3cc(NC(=O)C(C)C)ccc3n2C)CC1	-27	-2.1	1	-20	-2	-11	-2.5	13	0
NNC(=S)NC1CCCCCCCCCCC1	3	-3.5	4	-10	3	2	-1.9	-1	3
N#C/C(=N\Nc1ccc(S(=O)(=O)N2CCCCC2)cc1)C(N)=S	1	-7.1	-2	-22	8	4	-3.3	-9	3
CNC(=S)N(Cc1ccco1)Cc1cc2cc(OC)ccc2[nH]c1=O	3	1.0	7	-15	1	7	-3.3	19	4
CN(C)c1nc(-c2ccccc2)c2cnn(Cc3ccccc3)c2n1	-2	-0.1	-5	-4	12	-6	0.1	-17	4
COCCn1c(SCC(=O)N2CCCc3ccccc32)nc2c(c1=O)SC(C)C2 (stereo unspecified)	2	0.8	-1	-30	-4	-4	-1.6	-2	0
COc1ccc(-n2nc(C(=O)NCC(=O)N3CCN(Cc4ccccc4)CC3)c3ccccc3c2=O)cc1	0	-4.4	3	-14	0	-10	-1.9	15	0
O=c1[nH]c(/C=C\c2ccc(O)c(Cl)c2)nc(O)c1[N+](=O)[O-]	2	-4.2	4	-5	23	24	-3.0	-5	0
Cc1ccc(S(=O)(=O)N2CCC(c3nc4c(nnn4Cc4ccccc4)c(=O)[nH]3)CC2)cc1	-15	-1.0	9	-41	4	-4	-5.0	9	nt
C/C(=N/NC(=O)Cn1nc2ccccc2n1)c1ccc(F)cc1	5	1.3	7	-5	-3	-4	-2.8	-6	2
Cc1cc(C(=O)OCC(=O)NC(C)(C)C)c2ccccc2n1	12	-3.8	0	0	1	3	-3.3	4	9
O=C(Nc1nn[nH]n1)c1cc(-c2ccc(Cl)c(Cl)c2Cl)nc2ccccc12	1	-3.4	-1	-8	-2	17	-4.0	8	3
Cc1ccccc1-c1nnc(SCc2ccccc2F)o1	-6	-1.2	-4	-10	6	-5	-0.7	10	-2
COc1cccc(-c2nnc(SCC(=O)N3CC(C)CC(C)C3)o2)c1 (stereo unspecified)	-7	1.8	-3	-32	2	9	-3.7	14	3
CCCOC(=O)c1c(N)sc2c1CCC2	-2	0.6	10	-7	14	18	-2.5	25	1
Clc1ccc(N=C2SCC3CCCCN23)cc1 (stereo unspecified)	-13	-0.3	9	-10	-5	2	-0.3	17	3
COC(=O)c1ccc(C23CC4(C2)[C@H](CN(Cc2cccnc2)[C@@H]4c2ccccc2)C3c2ccccc2)cc1 (stereo partly specified)	0	nt	5	nt	nt	nt	nt	-4	2
Cc1cc(N2CCC(C(=O)NC3CCCCC3)CC2)nc(-c2ccccc2)n1	8	0.7	2	0	1	-2	-1.3	9	-8
O=C(CNCC1CCCCC1)Nc1ccc(OC(F)(F)F)cc1	-6	-1.7	-2	10	0	-46	-1.8	3	-3
CC(C)CCn1c(CN(C)Cc2ccccc2)nc2c1c(=O)n(C)c(=O)n2C	-13	-4.2	4	-23	-6	6	-4.3	-2	-1
N#Cc1cccc(C#N)c1N1CCC(C#N)CC1	6	-1.5	-1	-9	0	3	-2.9	-1	nt
CC(C)[C@H](NC(=O)[C@@H]1Cc2ccccc2CN1C(=O)OC(C)(C)C)C(=O)NCC1CCC(C(=O)O)CC1 (stereo partly specified)	-7	-2.6	6	-40	1	-6	-1.8	6	9
CCn1c(N2CCN(CC(=O)c3ccc(OC)cc3)CC2)nc2ccccc21	-20	-2.0	nt	-19	-8	-3	-2.5	30	4
NS(=O)(=O)c1ccc(CCNC(=O)C2CCCN2C(=O)OCc2ccccc2)cc1 (stereo unspecified)	-16	1.9	5	-4	2	3	0.9	24	3
